# Compound activity from PubChem BioAssay.
# KB-3-1 cytotox: KB-3-1 parental cell cytotoxicity. KB-3-1 viability, CellTiter-Glo ATP luminescence, 72 h. Potency, µM (doses to about 46.1 µM), without a hit: at the top dose activity change, negative = cytotoxic, usual class: cytotoxic. 400,000 compounds, 1.4% hits; also: potency is read from the fitted curve at half-maximal effect; % is scaled to controls: 0 for no effect and ±100 for the full control effect; nearly all actives have a fitted effect of over 60% in size
#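 Screening of KB-3-1 cells (DMEM, 10% FBS, phenol-red free) ran from lowest to highest compound concentration; after 72 h at 37 °C viability was read luminescently and curves fitted.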
# HT1080 IDH1KD tx: toxicity to HT-1080 IDH1 knockdown cells (counter line); 360,000 compounds, 2% hits; Potency, µM (series often up to 46.1 µM), for the others: at the highest dose activity, negative = toxicity, usual class: cytotoxic; HT-1080 IDH1 knockdown viability, ATP luminescence, 48 h;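 also: potency is read from the fitted curve at half-maximal effect; 0% = DMSO wells and -100% = cell-free medium wells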
#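 IDH1KD HT-1080 cells, 750/well, RPMI + 5% FBS; compound pinned after 2 h settling; 48 h, 37 °C; CellTiter-Glo luminescence; % activity normalised to DMSO and no-cell wells; curves fitted, classed by r2 and efficacy.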
# HT1080-NT tox: kills 2HG-producing HT-1080-NT fibrosarcoma cells | HT-1080-NT fibrosarcoma viability, CellTiter-Glo ATP luminescence, 48 h | Potency, µM (top dose mostly 46.1 µM), without a hit: top-dose activity, negative = less viability, actives largely listed as cytotoxic | 360,000 compounds, 1.6% hits | AID 686970;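 also: NT is the 2HG producing partner of a matched IDH1 knockdown line; potency is read from the fitted curve at half-maximal effect; 0% = DMSO-treated cells and -100% = media-only wells without cells; nearly all actives have a fitted effect of over 55% in size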
#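 Compounds were tested in concentration-response format on HT-1080-NT cells for 48 hours at 37 degrees C. Cell viability came from CellTiter-Glo luminescence; curves were classified by r2, response magnitude and activity.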
# ATXN2 expr inh: inhibitors of ATXN2 expression | Potency, µM (highest dose often 57 µM), for the others: top-dose activity change, negative = inhibition, actives largely listed as inhibitors | HEK-293 ATXN2-luciferase reporter, luminescence, 24 h | 360,000 compounds, 0.72% hits; also: potency is read from the fitted curve at half-maximal effect; % is scaled to controls: 0 for no effect and ±100 for the full control effect; nearly all actives have a fitted effect of over 55% in size
#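 qHTS (up to 57 uM final) was run with 24 h compound exposure of reporter cells at 37 °C. Each well was multiplexed: SteadyGlo luminescence measured ATXN2-luciferase expression after a fluorogenic Gly-Phe-AFC viability readout (25 uM final).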
# ATXN viability: viability counter-screen for ATXN expression inhibitors; S2 cells (HEK-293 line with an ATXN2-luciferase reporter) viability, CellTiter-Fluor protease fluorescence, 24 h; Potency, µM (doses to about 56.7 µM), usual class: cytotoxic; 400,000 compounds, 0.49% hits; AID 651635; also: potency is read from the fitted curve at half-maximal effect; nearly all actives have a fitted effect of over 40% in size
# SW480 rereplic: induces DNA re-replication in SW480 colon adenocarcinoma cells | SW480 DNA re-replication, Hoechst DNA content imaging, 48 h | Potency, µM (titrated, usually from 46.1 µM), for inactives: at the top dose re-replication activation, usual class: activators | 340,000 compounds, 1.8% hits; also: potency is read from the fitted curve at half-maximal effect; % of control where 0% means no effect; nearly all actives have a fitted effect of over 55% in size
#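 SW480 cells exposed to compounds for 48 hr at 37 C, 5% CO2, then Hoechst-stained 40 min. Nuclear DNA content imaged by fluorescence scanning (405 nm excitation, 500-530 nm emission); re-replication scored as increased high-intensity nuclei.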
# KB-V1 cytotox: kills drug-selected multidrug resistant KB-V1 cells; KB-V1 MDR cells viability, CellTiter-Glo, 72 h; Potency, µM (titrated, usually from 46.1 µM), without a hit: at the top dose activity change, negative = cytotoxicity, hits mostly cytotoxic; 400,000 compounds, 3.4% hits; AID 1347076; also: potency is read from the fitted curve at half-maximal effect; % is scaled to controls: 0 for no effect and ±100 for the full control effect; nearly all actives have a fitted effect of over 60% in size
#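 Following 72 h at 37 degrees C with compound, KB-V1 cell viability was read by CellTiter-Glo luminescence, medium being phenol-red-free DMEM plus 10% FBS; concentration-response parameters came from normalized, curve-fitted qHTS data.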
# IL-1B inflam inh: inflammasome signaling inhibition, IL-1 beta readout. THP-1 LPS/ATP IL-1B secretion, AlphaLISA, 16 h; active compounds read low. activity change, % at 57.5 µM. 360,000 compounds, 4.7% hits. AID 743279; in the data active = activity change below about -50%; inconclusive = mostly about -30% to -49%; also: % is scaled to controls: 0 for no effect and ±100 for the full control effect
#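 THP-1 cells pretreated 1 hr with compounds (up to 57.5 uM final), then stimulated with LPS (250 ng/mL final) plus ATP (1.25 mM final); secreted IL-1B measured by AlphaLISA after 16 hr, decreased signal indicating inhibition.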
# MCF10A rereplic: DNA re-replication induction in MCF 10a cells; MCF 10A DNA re-replication, Hoechst nuclear intensity, 48 h; Potency, µM (doses to about 46.1 µM), for inactives: at the highest dose activity, positive = re-replication, most hits filed as activators; 350,000 compounds, 2.9% hits; AID 624296; also: potency is read from the fitted curve at half-maximal effect; % of control where 0% means no effect; nearly all actives have a fitted effect of over 50% in size
# * marks the source's active call; other numbers are inactive results; i = inactive; ? = inconclusive; nt = no result given; & = joins results of further samples. Unless noted, calls follow the shape of the dose curve; as a rule, active = well fitted curve in the direction sought with a large enough effect; inconclusive = small, poorly fitted or top-dose-only effect, or another doubt; inactive = no such curve, though single readings can be large; an effect the other way counts as inactive or inconclusive.
# The opening 2 records, to show the layout:
SMILES,KB-3-1 cytotox,HT1080 IDH1KD tx,HT1080-NT tox,ATXN2 expr inh,ATXN viability,SW480 rereplic,KB-V1 cytotox,IL-1B inflam inh,MCF10A rereplic
CCN(CC)S(=O)(=O)c1ccc(C(=O)O)cc1,-8%,-4%,-2%,8%&9%,i,?,-17%,1,1%&-8%
COC(=O)c1ccccc1C(=O)c1ccc(OCCN2CCCCC2)cc1,nt,nt,nt,17%,i,-6%,nt,nt,?

# The listing, from the first entry:
SMILES,KB-3-1 cytotox,HT1080 IDH1KD tx,HT1080-NT tox,ATXN2 expr inh,ATXN viability,SW480 rereplic,KB-V1 cytotox,IL-1B inflam inh,MCF10A rereplic
CCN(CC)S(=O)(=O)c1ccc(C(=O)O)cc1,-8%,-4%,-2%,8%&9%,i,?,-17%,1,1%&-8%
COC(=O)c1ccccc1C(=O)c1ccc(OCCN2CCCCC2)cc1,nt,nt,nt,17%,i,-6%,nt,nt,?
COc1cc(C(=O)NCCCCCC(=O)O)cc(OC)c1OC,0%,3%,21%,5%&6%,i,2%&-7%,0%,-9,?
C[C@]12CC[C@H]3C(=CCc4cc(O)ccc43)[C@@H]1CCC2=O,?,-21%,?,8%,i,-26%,8.2µM*,0,?

# Quoted at random: 2 records from the list, in no set order.
SMILES,KB-3-1 cytotox,HT1080 IDH1KD tx,HT1080-NT tox,ATXN2 expr inh,ATXN viability,SW480 rereplic,KB-V1 cytotox,IL-1B inflam inh,MCF10A rereplic
COc1cc(C(=O)NCCCCCC(=O)O)cc(OC)c1OC,0%,3%,21%,5%&6%,i,2%&-7%,0%,-9,?
COC(=O)c1ccccc1C(=O)c1ccc(OCCN2CCCCC2)cc1,nt,nt,nt,17%,i,-6%,nt,nt,?

# For convenience, some entries already given.
SMILES,KB-3-1 cytotox,HT1080 IDH1KD tx,HT1080-NT tox,ATXN2 expr inh,ATXN viability,SW480 rereplic,KB-V1 cytotox,IL-1B inflam inh,MCF10A rereplic
COc1cc(C(=O)NCCCCCC(=O)O)cc(OC)c1OC,0%,3%,21%,5%&6%,i,2%&-7%,0%,-9,?
C[C@]12CC[C@H]3C(=CCc4cc(O)ccc43)[C@@H]1CCC2=O,?,-21%,?,8%,i,-26%,8.2µM*,0,?

# The list is partial; the hit share may differ from the screen's.
